m-calpain inh – calpain II (pig) inhibition; purified calpain II, fluorogenic peptide substrate, 30 min; inhibition, % at 16 µM; 220,000 tested, 0.37% active; AID 1236;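 active means inhibition above about 50%, limit read from the data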
PERK inhibitor – human PERK inhibition, primary cell-based screen | inhibition, % at 5.6 µM | AID 1416 | CHO PERK-DD fusion, SEAP luminescence translation reporter | 220,000 tested, 0.17% active;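 active means inhibition above the mean inhibition of all tested compounds plus 3 SD, set separately per screening campaign, cut at about 2.9% in these data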;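 further: PERK kinase domain activated by AP20187 dimerizer at 100 nM; 0% = DMSO with dimerizer and 100% = rapamycin at 8.4 µM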
EBV gp42 block – EBV gp42 inhibition; Q1HVG2; Fluorescence polarization binding assay, mP read-out; inhibition, % (tested at 21.74 µM); 220,000 tested, 0.42% active; in the data active means inhibition above about 50%
KCC2 mod – modulates chloride dependent transport by human KCC2; Q9H2X9; KCC2 cells, thallium flux FluoZin-2 fluorescence; B-score of Tl+ flux slope (higher = more flux/activation; lower = inhibition) at 10 µM; 190,000 tested, 2.2% active; AID 1456;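 active means thallium flux slope and its plate-corrected score both differing from the plate sample mean at a set confidence after two filtering rounds, in either direction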;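 further: slope of fluorescence scaled to starting intensity during 10 to 20 s after thallium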
zVAD death inh – blocks zVAD induced death of L929 cells. 220,000 tested, 0.38% active. L929 zVAD necroptosis rescue, ATP luminescence, 24 h; with zVAD 60 µM. viability rescue, % at 10 µM;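 active means activation, scaled between plate controls, above about 75%, limit read from the data; inactive means activation under that limit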;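 further: 0% = zVAD with DMSO and 100% = DMSO alone without zVAD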
eIF4E 4G PPI – blocks eIF4E binding to eIF4G; inhibition, % at 21.7 µM; TR-FRET eIF4E-eIF4GI(517-606) binding, 2 h; 220,000 tested, 0.37% active;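 active means inhibition above about 30%, limit read from the data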;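 further: 0% = full FRET control wells and 100% = background wells lacking eIF4GI fragment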
Target sequence (P63073 whole entry, looked up, the tested form may be a part): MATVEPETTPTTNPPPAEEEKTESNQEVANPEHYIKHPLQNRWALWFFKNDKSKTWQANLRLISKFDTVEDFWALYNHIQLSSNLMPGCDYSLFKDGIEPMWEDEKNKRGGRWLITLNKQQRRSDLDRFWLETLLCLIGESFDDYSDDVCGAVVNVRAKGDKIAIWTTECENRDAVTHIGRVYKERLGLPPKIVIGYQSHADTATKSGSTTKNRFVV
Target sequence (Q04637 whole entry, looked up, the tested form may be a part): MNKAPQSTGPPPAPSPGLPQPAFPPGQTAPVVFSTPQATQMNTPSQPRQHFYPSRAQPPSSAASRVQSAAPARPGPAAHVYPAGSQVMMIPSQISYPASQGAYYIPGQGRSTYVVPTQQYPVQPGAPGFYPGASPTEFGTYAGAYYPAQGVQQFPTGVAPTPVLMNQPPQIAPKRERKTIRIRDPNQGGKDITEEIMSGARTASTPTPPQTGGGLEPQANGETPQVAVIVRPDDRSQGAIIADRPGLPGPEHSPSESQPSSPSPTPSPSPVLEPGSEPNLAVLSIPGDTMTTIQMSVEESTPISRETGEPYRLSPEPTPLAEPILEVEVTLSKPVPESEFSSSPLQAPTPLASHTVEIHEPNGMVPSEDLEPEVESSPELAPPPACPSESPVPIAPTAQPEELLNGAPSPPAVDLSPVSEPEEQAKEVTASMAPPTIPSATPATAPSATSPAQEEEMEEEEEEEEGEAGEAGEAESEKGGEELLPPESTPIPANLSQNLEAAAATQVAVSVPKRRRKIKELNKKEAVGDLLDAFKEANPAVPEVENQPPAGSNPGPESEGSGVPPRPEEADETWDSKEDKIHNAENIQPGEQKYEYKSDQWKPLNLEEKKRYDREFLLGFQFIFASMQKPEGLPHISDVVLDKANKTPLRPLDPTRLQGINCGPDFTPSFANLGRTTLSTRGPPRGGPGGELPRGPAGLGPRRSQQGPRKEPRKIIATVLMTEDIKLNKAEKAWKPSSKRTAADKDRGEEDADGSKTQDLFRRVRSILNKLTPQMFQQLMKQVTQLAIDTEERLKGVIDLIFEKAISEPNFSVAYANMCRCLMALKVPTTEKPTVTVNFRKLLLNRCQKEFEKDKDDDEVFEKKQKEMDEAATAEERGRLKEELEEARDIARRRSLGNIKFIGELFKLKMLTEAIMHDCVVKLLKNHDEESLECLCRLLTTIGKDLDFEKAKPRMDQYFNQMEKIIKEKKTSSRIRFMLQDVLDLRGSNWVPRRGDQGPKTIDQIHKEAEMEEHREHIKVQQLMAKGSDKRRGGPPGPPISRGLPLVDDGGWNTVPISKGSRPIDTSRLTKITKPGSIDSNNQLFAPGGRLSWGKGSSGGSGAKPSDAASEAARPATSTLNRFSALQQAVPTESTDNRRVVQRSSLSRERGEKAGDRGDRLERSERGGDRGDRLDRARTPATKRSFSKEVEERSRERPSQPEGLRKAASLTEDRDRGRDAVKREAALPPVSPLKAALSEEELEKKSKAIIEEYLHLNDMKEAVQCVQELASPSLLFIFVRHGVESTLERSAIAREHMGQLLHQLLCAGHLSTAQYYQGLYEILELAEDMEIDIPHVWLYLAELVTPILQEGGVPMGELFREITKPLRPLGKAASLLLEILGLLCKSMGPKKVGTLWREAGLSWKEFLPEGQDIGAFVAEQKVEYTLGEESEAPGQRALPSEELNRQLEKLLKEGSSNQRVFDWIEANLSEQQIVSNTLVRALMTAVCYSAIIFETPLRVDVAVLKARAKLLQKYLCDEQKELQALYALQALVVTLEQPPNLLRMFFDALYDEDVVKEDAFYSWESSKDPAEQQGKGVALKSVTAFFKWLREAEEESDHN
Rad51 HR inh – Rad51 (human) homologous recombination inhibition; Q06609; hRad51 DNA strand exchange, fluorescence dequenching; inhibition, % at 10 µM; 200,000 tested, 0.085% active;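 active means inhibition above 40% at the single screening dose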;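 further: 0% = DMSO control wells and 100% = blanks with heterologous ssDNA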
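Test system – preformed human Rad51 ssDNA filaments · Reagent – Donor/quencher-labelled 47-bp dsDNA substrate · Incubation – 37 °C 15-min filament assembly, 30-min compound preincubation, 15-min exchange · Signal – FRET fluorescence dequenching, excitation 485 nm, emission 520 nm · Read-out – percent inhibition from fluorescence, normalised to plate control and blank means · Benchmarks – plate control and blank wells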
Mdm2 ligase inh – Mdm2 E3 ligase (human) inhibition; 210,000 tested, 0.11% active; cell-based MDM2 ubiquitination luciferase reporter, 2 h; 0 = plate control, 100 = twice control, blank-subtracted; signal enhancement, % at 5 µM; Q00987; AID 1230;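 active means signal enhancement of 30% or more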;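 further: luminescence tracks abundance of the self-degrading MDM2-luciferase fusion protein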
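test system = mammalian cells stably expressing self-ubiquitinating, self-degrading MDM2 E3–luciferase fusion | quantity = 2000 cells/well | incubation = cell settling 4 h, compound treatment 2 h, both 37 °C | signal = luminescence with SteadyLite reagent, 15 min at room temperature | evaluation = % enhancement relative to plate controls after blank subtraction | benchmarks = plate controls and plate blanks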
TNF death inh – TNF-alpha cell death inhibition in Jurkat FADD-/- cells. 220,000 tested, 0.068% active. Jurkat FADD-/- TNF necroptosis rescue, ATP luminescence, 24 h; 0 = TNF only, 100 = no-TNF cells. activation (protection from cell death), % at 10 µM;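 active means activation, meaning protection from cell death, of at least 50% relative to plate controls; inactive means activation below 50%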;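 further: necroptosis triggered by 40 ng/mL TNF-alpha added together with compound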
An asterisk follows results filed as active; nt = not tested or not shown; [ ] = remark or other dose.

No.	compound	eIF4E 4G PPI	PERK inhibitor	Mdm2 ligase inh	TNF death inh	zVAD death inh	m-calpain inh	KCC2 mod	EBV gp42 block	Rad51 HR inh
1	Cc1nn2c(N3CCCC3)cc(C(C)C)nc2c1-c1ccccc1	4	0.8	-19	1.2	2.2	-187	0.65	-13	-4
2	COc1ccc(NC(=O)Nc2ccccc2)cc1S(=O)(=O)N1CCCCC1	2	0.3	-1	-1.3	31	1	0.058	-1	5
3	COCc1cccc(N2C(=O)CC(C3C=C(C)C4C(=O)N(c5cccc(COC)c5)C(=O)C4C3)C2=O)c1 (centres undefined)	-1	-0.4	1	-0.1	-0.3	-3	0.17	2	5
4	Oc1ccccc1CNc1cnc2ccccc2c1	4[fluorescence artefact?]	-0.8	nt	-5.3	-0.1	-213	-0.63	-11	13
5	CCS(=O)(=O)c1ccc2c(c1)N(S(=O)(=O)c1ccccc1)CC(C(=O)O)O2 (centres undefined)	5[fluorescence artefact?]	0.6	-14	-3.0	0.9	-3	-0.59	11	-1
6	COc1cc(/C=C/C(=O)N2CCOCC2)ccc1OCc1ccccc1	2	0.5	2	0.7	-0.1	-35	0.051	-1	8
7	CC(=O)Oc1ccc(C(=O)Nc2ccc3c(c2)C(=O)N(CCC(=O)O)C3=O)cc1	-15[fluorescence artefact?]	-0.6	-20	0.5	-0.2	0	0.38	-12	0
8	O=C1C2C3C=CC(C3)C2C(=O)N1CNc1ccc(O)cc1 (centres undefined)	13	nt	-8	nt	nt	1	nt	-16	-2
9	CCOc1ccc(-n2nnc3c(=O)n(CC(=O)c4ccccc4)cnc32)cc1	nt	0.3	nt	1.1	1.9	nt	0.67	nt	-1
10	C/C(=N\NC(=O)Cn1nc(C)cc1C)c1ccc([N+](=O)[O-])cc1	-3	-0.9	-6	1.7	0.8	-11	0.51	-3	-8
11	COc1cc(-c2cc(-c3ccc(O)cc3)nc(N)c2C#N)ccc1O	-2	0.5	-19	-10	3.8	-20	-2	11	nt
12	C/C(=N\NC(=O)c1ccc(Cn2cc([N+](=O)[O-])cn2)o1)c1cccc(NC(=O)c2cccnc2)c1	0	-0.2	-1	0.8	0.4	-3	0	-12	nt
13	COc1cc(C2=NOC(C(=O)NCc3cccs3)C2)cc(OC)c1OC (centres undefined)	-3	-1.0	-6	-8.7	1.1	-7	nt	-14	-4
14	NS(=O)(=O)c1ccc(S(=O)(=O)NCCc2ccccc2)cc1	6	-0.4	-4	-0.6	0.9	-29	0.85	-6	1
15	CCCC(CCC(=O)NC1CCCCC1)C(=O)O (centres undefined)	3[fluorescence artefact?]	0.4	-17	-1.5	0.1	1	-0.055	-3	2
16	CN(C)C(=O)c1cc(F)ccc1Sc1cc(Cl)ccc1Cl	-7	0.1	-10	-2.4	-0.3	24	-0.07	2	3
17	C=CCC(NCc1ccco1)c1ccc(OC)cc1 (centres undefined)	0[fluorescence artefact?]	0.5	-27	-1.1	0.2	-12	0.043	-9	-2
18	Cc1ccc(-n2c(C)cc(C)c(C#N)c2=O)cc1C	-2	0.6	-2	0.2	2.2	-41	-0.13	-2	12
19	Cc1ccc(C2CC(=O)Nc3cc4c(cc32)OCO4)o1 (centres undefined)	-2	-0.1	2	-0.4	-0.6	-12	1.1	-3	-6
20	S=c1[nH]ncn2c1cc1oc3ccccc3c12	2	0.6	-12	-0.7	0.7	-20	2.4	-7	0
21	CCc1cccc2c1NC(=O)[C@]21[C@@H]2C(=O)N(Cc3ccccc3)C(=O)[C@@H]2[C@@H]2CCCN21	-13	-1.3	-10	-1.3	-0.1	-229	-0.62	-8	0
22	Cc1ccc(-n2nc(CN3CCOCC3)c(-c3ccccc3)c2N)cc1Cl	0	0.4	-2	0.6	4.5	1	-1.2	11	-8
23	CCOc1ccc2nc(SC3CC(=O)N(c4ccc(C)cc4)C3=O)sc2c1 (centres undefined)	-5	-0.1	-16	-19	-0.5	22	nt	-14	nt
24	COc1ccc2c(c1)C=C(CN1CCC(CO)(CCc3ccccc3)CC1)CO2	-2	-0.1	2	4.8	3.6	-60	-1.8	2	-5
25	COc1ccc(OCC(=O)N/N=C\c2ccco2)cc1	1	-0.9	-2	0.1	0.1	24	0.11	0	-9
26	O=C(NCCN1CCc2ccccc2C1)C1CC(=O)N(C2CCCC2)C1 (centres undefined)	2	0.0	4	-3.0	0.0	-1	nt	-13	nt
27	COc1ccc(N=C2NC(=O)/C(=C/c3ccco3)S2)cc1	0	-0.6	-11	-1.9	0.2	-28	-0.28	-7	-16
28	COc1cccc(C2CC3(CC(C)(C)NC(=S)N3)Oc3cc(O)ccc32)c1 (centres undefined)	2[fluorescence artefact?]	0.0	-11	0.1	-0.1	9	0.58	4	10
29	O=C(Nc1ccc(Cl)cc1)c1ccc(OCC2CCCO2)cc1 (centres undefined)	5	-0.2	-27	-0.8	23	-24	-1.2	-2	11
30	Cc1ccc(N=C2N=C(N)c3ccccc32)c(C)c1	-3	-0.4	-12	-17	-0.2	-7	-0.2	1	0
31	Cc1ccc(Cn2nc(C)c(NC(=O)c3cc(C)no3)c2C)cc1	6	0.9	2	0.3	0.6	-11	-0.016	-14	-6
32	O=C1COc2ccc(C(=O)COC(=O)Cc3ccsc3)cc2N1	1	-0.3	-10	1.1	0.2	2	-1.3	3	11
33	CC(=O)NC(Cc1ccccc1)C(C)=O (centres undefined)	-2	0.2	-15	-0.1	2.1	-10	0.0067	-10	-3
34	CC(C)CCC1(CCNC(C)c2cccs2)CCOC(C)(C)C1 (centres undefined)	-1	0.7	nt	1.8	-0.8	6	-1	-18	-14
35	O=C(NC1=NCCS1)c1cccc(NC(=O)c2ccco2)c1	4	-0.4	3	1.6	0.0	-20	0.33	-11	11
36	Cc1ccc2c(c1)C(=O)c1c(C(=O)O)cccc1-2	-1	2.2	-8	0.4	4.1	-21	-1.5	-15	34
37	Cc1ccc(CSc2nc3c(c(=O)[nH]2)CCC3)cc1	7	0.7	-31	0.6	0.3	-7	-0.68	-12	-2
38	Cc1ccc(OCCC(=O)Nc2ccc(F)c(F)c2)cc1	-3	0.8	-3	3.1	-0.3	3	-2.5	-7	nt
39	CN(C)c1cc2c(c(N(C)C)c1)C(=O)c1ccccc1C2=O	-2[fluorescence artefact?]	-2.2	-17	-5.3	14	34	-0.69	8	11
40	Cc1ccc(/C=C/C(=O)OCC(=O)N2CC(=O)Nc3ccccc32)o1	1	-0.2	-32	0.6	-0.8	6	0.13	5	-3
41	CC(C)(C)c1cc(CN2CCC(O)CC2)cc(C(C)(C)C)c1O	-5	-0.1	-21	1.6	0.4	15	-0.89	-7	4
42	Cc1cc(C)nc(N2CCCC(C(=O)NCCC3=CCCCC3)C2)n1 (centres undefined)	6	0.7	-11	1.4	0.9	21	nt	7	-8
43	O=C(N/N=C/c1ccc(N2CCOCC2)cc1)c1ccc(O)cc1	-6	0.7	-9	-3.7	0.8	-57	-0.5	-10	8
44	CC(=O)Nc1sc(C)c(C)c1C(=O)OCC(=O)Nc1cc(S(=O)(=O)N2CCCCC2)ccc1Cl	-12	0.0	22	0.5	0.1	8	-0.73	-8	6
45	O=C(O)CSc1nnnn1-c1ccccc1	-8[fluorescence artefact?]	0.5	-4	0.9	0.8	-31	-0.64	-21	8
46	Cc1ccc(/C=N/Nc2nc(N3CCOCC3)nc(N3CCOCC3)n2)o1	2	1.0	-10	0.1	1.4	7	-0.23	-5	-2
47	COc1ccc(N2CCN(C(=O)CSc3ncccc3-c3nc4ccccc4[nH]3)CC2)cc1	-3	-0.6	nt	-0.3	0.0	-180	-1.1	-10	-4
48	O=C(C[n+]1ccc(CCSc2ccc(F)cc2)cc1)c1ccccc1	0	0.7	-9	-4.1	0.8	-27	-1.2	-16	nt
49	CC(C)N(c1ccccc1)c1ccc(NC(=O)C2CCCO2)cc1 (centres undefined)	-6	0.3	-9	0.2	1.4	-14	-1.2	-22	-5
50	Cc1cc(C)c2c(=O)[nH]n(C3CC(C)N(C)CC3C)c2n1 (centres undefined)	-1	-0.8	1	-2.3	-0.1	-19	-0.13	8	2
51	Cc1cc(C)c(C#N)c(SCc2ccccc2[N+](=O)[O-])n1	21	1.0	12	0.9	0.8	-3	-0.18	2	10
52	CCOCCc1nnc(NC(=O)C(C)Oc2ccccc2)s1 (centres undefined)	-1	-0.1	1	0.4	1.9	-9	0.73	4	4
53	O=[N+]([O-])/C(C=Nc1ccccc1O)=C\Nc1ccccc1O	4	-0.4	-3	0.5	87*	-208	-0.71	4	nt
54	CCCCSc1nnc2[nH]c(=O)cc(N)n12	nt	-0.6	-6	-0.9	-0.1	-27	-0.08	-14	nt
55	CCc1nnc(N/N=C/c2c(Cl)cccc2Cl)n1N	0	1.3	0	-4.3	0.6	-3	-0.54	-2	nt
56	C=CCOc1ccc(/C(O)=C2/C(=O)C(=O)N(CCCN3CCOCC3)C2c2ccc(OC)cc2)cc1 (centres undefined)	4	0.1	-5	-0.7	0.1	-4	-0.24	-3	-4
57	Cc1cc(=O)n2ccsc2n1	-2	0.3	6	1.7	0.4	-17	-0.21	-14	nt
58	Cc1ccccc1CC(=O)N1CCCC(CCC(=O)N2CCN(c3ccccn3)CC2)C1 (centres undefined)	2	-1.4	-17	0.4	-1.0	11	-0.53	-7	-18
59	O=[N+]([O-])c1ccc(C2=NCCO2)cc1	5	1.4	nt	0.7	0.5	-3	-0.014	-9	nt
60	O=C(CNCc1ccccn1)Nc1cc(C(F)(F)F)ccc1N1CCOCC1	2	-0.2	-13	0.2	-0.2	16	-1.9	-10	-5

Other records
No.	compound	eIF4E 4G PPI	PERK inhibitor	Mdm2 ligase inh	TNF death inh	zVAD death inh	m-calpain inh	KCC2 mod	EBV gp42 block	Rad51 HR inh
61	O=C(N/N=C/c1[nH]c2ccccc2c1Cl)c1cccc(Br)c1	-3	0.4	-12	1.1	1.9	-163	0.042	-10	14
62	NS(=O)(=O)c1ccc(Nc2nc(-c3ccc(O)cc3)cs2)cc1	6[fluorescence artefact?]	0.9	-5	-7.4	-0.3	19	0.051	0	6
63	Nc1nc(NCc2ccco2)nc(NCCO)c1[N+](=O)[O-]	1	0.4	-3	1.7	0.1	8	1.1	-11	4
64	O=C1CCCN1CCC1CCN(C2CC(=O)N(c3ccc(Cl)cc3)C2=O)CC1 (centres undefined)	0[fluorescence artefact?]	0.0	-21	-0.1	0.1	7	-0.099	-10	3
65	CNc1nc2[nH]c(=O)c3c(c2s1)OC(N)=C(C#N)C3c1ccccc1 (centres undefined)	-7	1.3	-3	0.9	1.9	-1	0.98	-9	-23
66	COc1ccc(C(=O)N/C(=C/c2cccnc2)C(=O)N2CCOCC2)cc1OC	0	2.3	-6	0.7	-0.2	13	-0.032	-1	nt

Two compounds drawn at random from those above:
No.	compound	eIF4E 4G PPI	PERK inhibitor	Mdm2 ligase inh	TNF death inh	zVAD death inh	m-calpain inh	KCC2 mod	EBV gp42 block	Rad51 HR inh
66	COc1ccc(C(=O)N/C(=C/c2cccnc2)C(=O)N2CCOCC2)cc1OC	0	2.3	-6	0.7	-0.2	13	-0.032	-1	nt
61	O=C(N/N=C/c1[nH]c2ccccc2c1Cl)c1cccc(Br)c1	-3	0.4	-12	1.1	1.9	-163	0.042	-10	14

Screening results deposited in PubChem by several laboratories.
